From PubChem BioAssay
HSF1 inhib = HSF1 inhibitors in luciferase reporter cells, primary screen, cell-based, NIH3T3, luminescence. NIH3T3-HGL HSE-luciferase, MG132-induced, luminescence 8 h; active compounds read low. activity change, negative = inhibition, % at 7.5 µM (by protocol). 300,000 tested, 0.77% active. AID 2098, 2009;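 active = more than half of replicate wells show activity change below -50%, luminescence cut by over half; inconclusive = some wells, but at most half, below -50%; inactive = no replicate well below -50%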;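 note: luciferase reports HSF-1 transcriptional activity via heat shock element; 0% = median of DMSO wells and -100% = zero luminescence signal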
KLF5 inhibitor = KLF5 expression inhibitors, primary screen, DLD-1 cells, luminescence; DLD-1 KLF5 promoter-luciferase reporter; inhibition, % at 5 µM; 290,000 tested, 0.23% active; AID 1700, 2009;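 active = inhibition above a per-plate limit of that plate's mean compound inhibition plus 3 SD, cut at about 60% in these data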;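 note: 0% = DMSO wells and 100% = LY294002 at 200 µM; higher means less KLF5 promoter-driven luciferase light; inactives centre near -14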
HSF-1 act = HSF-1 activators, primary screen, NIH3T3-HGL cells, MG132 stress, luminescence, single point. NIH3T3-HGL HSF-1 luciferase reporter, 8 h; 100% = twice DMSO control signal. activation, % at 9 µM. 300,000 tested, 1.7% active;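 active = mean replicate activation of at least 50% with a set share of replicates each reaching 50%; inconclusive = only one of those two conditions met; inactive = mean below 50% and too few replicates reaching it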;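 note: 0% = median of the neutral control wells and 100% = twice that signal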
HDAC3 inh = HDAC3 deacetylase inhibitors, primary screen, biochemical, fluorescence, cell-free homogeneous; AID 2718, 2010; Histone deacetylase 3 (Homo sapiens), O15379; recombinant HDAC3, fluorogenic peptide/trypsin coupled; 320,000 tested, 0.15% active; inhibition, % at 8.3 µM; in the data active = inhibition above about 26%, passing the limit was not always enough; inconclusive = no clear call, values can overlap the other calls
Target sequence (O15379 whole entry, looked up): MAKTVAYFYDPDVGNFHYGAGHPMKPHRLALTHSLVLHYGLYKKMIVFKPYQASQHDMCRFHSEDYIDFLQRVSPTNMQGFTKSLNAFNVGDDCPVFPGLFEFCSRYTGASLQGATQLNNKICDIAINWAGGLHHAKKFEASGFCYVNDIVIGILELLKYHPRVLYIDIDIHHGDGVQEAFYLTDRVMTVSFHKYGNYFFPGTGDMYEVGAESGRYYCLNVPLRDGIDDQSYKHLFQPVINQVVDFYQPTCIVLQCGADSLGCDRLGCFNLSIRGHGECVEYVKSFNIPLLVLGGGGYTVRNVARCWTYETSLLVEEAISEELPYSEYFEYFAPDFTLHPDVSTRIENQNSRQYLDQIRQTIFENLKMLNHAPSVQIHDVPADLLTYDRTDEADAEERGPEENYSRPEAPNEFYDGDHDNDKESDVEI
IEC-6 cytotox = cytotoxicity in IEC-6 intestinal epithelial cells, primary screen, cytotoxicity control for KLF5 inhibitor project, cell-based, luminescence. 290,000 tested, 0.78% active. AID 1825, 2009. inhibition, % at 5 µM. IEC-6 cytotoxicity, luminescence viability; in the data active = inhibition above about 22%;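 note: 0% = plate median of test compound wells and 100% = cytotoxic reference compound wells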
Platelet DG rel = inhibitors of platelet dense granule secretion, primary screen, cell-based, MLPCN, human platelets; inhibition, %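 (compounds screened at 7.5 µM in platelet-rich plasma)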; 300,000 tested, 0.22% active; AID 1663, 2009; human platelet-rich plasma, SFLLRN dense granule ATP release, luminescence;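 active = mean replicate score, as percent of positive control, at or above 50; inconclusive = mean below 50 but at least one replicate at or above 50; inactive = mean and every replicate below 50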
aSyn UTR inh = MLPCN primary screen, SNCA 5' untranslated region. alpha-synuclein 5'UTR reporter, inhibitor activity. inhibition, % (tested at 7.5 µM). 300,000 tested, 0.82% active. AID 1813, 2009; in the data active = inhibition above about 60%; inconclusive = no clear call, values can overlap the other calls;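 note: H4 neuroglioblastoma cells stably carrying SNCA 5'UTR luciferase fusion; 0% = DMSO wells and 100% = positive control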
AI-2 QS mod = Vibrio harveyi AI-2 quorum sensing modulators, primary screen, JMH597 strain, luminescence/OD600 ratio. Vibrio harveyi JMH597 AI-2 luminescence/OD600 ratio, 9 h; active compounds read low; strain lacks LuxN and CqsS sensors; 0 = neutral-control median. activity change, % at 7.5 µM. 300,000 tested, 0.4% active; in the data active = activity change below about -75%, passing the limit was not always enough; inconclusive = no clear call, values can overlap the other calls;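 note: luminescence divided by OD600 gain over 9 h not by final OD600 alone; inactives centre near 13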
HIF act = HIF pathway transcriptional activators, primary screen, cell-based, U2OS HRE-luciferase, luminescence; U2OS HRE-luciferase reporter; normalized: DMSO 0%, desferrioxamine 100%; activation, % at 7.5 µM (by protocol); 300,000 tested, 0.32% active; AID 1910, 2009;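 active = mean activation of at least 10% of the iron chelator positive control signal, with at least half of replicates also reaching 10%; inconclusive = mean and replicate majority disagree about reaching 10%; inactive = mean and most replicates under 10%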
HSP90 refold inh = HSP90 inhibitors, primary screen, cell lysate, luminescence; Heat shock protein HSP 90 (rabbit reticulocyte lysate; luciferase refolding); Rabbit reticulocyte lysate, luciferase refolding luminescence, 3 h; inhibition, % at 5.6 µM; 290,000 tested, 0.91% active; AID 1789, 2009;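 active = inhibition above the screen-wide mean plus 3 SD, computed separately per campaign, cut at about 16% in these data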;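 note: 0% = DMSO wells and 100% = 60 µM geldanamycin wells; inhibitors lower the luminescence because luciferase stays unfolded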
* hit, by the source's call; ? = inconclusive; · = no result given.

SMILES | HSF1 inhib | KLF5 inhibitor | HSF-1 act | HDAC3 inh | IEC-6 cytotox | Platelet DG rel | aSyn UTR inh | AI-2 QS mod | HIF act | HSP90 refold inh
O=C(NC1CCCCC1)c1ccc(S(=O)(=O)c2ccccc2Cl)c([N+](=O)[O-])c1 | -2 | 1 | 36 | -3 | -4 | 1 | -95 | 14 | -0.9 | -1
Cc1cccc(NC(=O)c2ccc3ccccc3n2)c1C | 25 | -30 | 14 | 0 | 6 | -2 | -68 | 1 | 3.1 | -4
CCOC(=O)c1cc2c(c(CSc3nc4ccccc4c(=O)n3Cc3ccco3)c1)OCOC2 | 17 | 15 | 58* | 7 | 3 | -3 | 24 | 10 | 0.2 | -2
N#CCC(=O)N1CCn2c1nc1ccccc12 | 1 | -42 | 1 | -2 | -9 | -20 | 27 | 20 | 0.0 | -1
COc1ccc(NC(=O)CC2S/C(=N\c3nccs3)N(C)C2=O)cc1 (stereo unspecified) | -3 | 7 | 12 | 0 | -6 | -10 | 13 | 32 | 0.1 | 0
CCOc1cc(/C=C2/SC(=S)N(CC3CCCO3)C2=O)ccc1O (stereo unspecified) | 28 | -18 | 73* | -2 | -3 | 5 | -53 | 14 | 1.0 | 2
O=C(c1ccc2ccccc2n1)N1CCN(c2ccccc2O)CC1 | 6 | -10 | -2 | 4 | 0 | -4 | 23 | -14 | 0.1 | 0
Fc1c(F)c(F)c(CSc2nc3ccccc3[nH]2)c(F)c1F | 33 | -16 | 56* | 5 | -3 | -5 | -14 | 2 | 0.7 | -1
Cc1ccc2nc(N(CCCN(C)C)C(=O)c3ccc(S(=O)(=O)N4CCc5ccccc5C4)cc3)sc2c1 | -14 | -16 | -18 | -1 | -6 | 31 | 88* | 2 | -2.6 | 1
Cc1ccc(OCC(=O)N/N=C/c2cc([N+](=O)[O-])ccc2N2CCCCC2)cc1 | -8 | 0 | -22 | 7 | 1 | 7 | 21 | 11 | 0.0 | 0
O=C(Oc1ccc(Br)cc1)c1cccc(S(=O)(=O)N2CCOCC2)c1 | 6 | -10 | -1 | 1 | 5 | 16 | 14 | -6 | 1.6 | 3
O=C(NCCC(c1ccccc1)c1ccccc1)c1cnccn1 | 2 | 19 | 0 | -4 | -12 | -6 | 24 | 13 | -0.1 | 3
COc1ccc(Cl)cc1NC(=O)c1nc2nc(C)cc(C(F)F)n2n1 | -2 | -29 | 16 | -5 | -2 | 19 | -21 | 26 | -0.5 | 1
Cc1ccc(SCCN2C(=O)NC(C)(C)C2=O)cc1 | -3 | -5 | 13 | -2 | -5 | 6 | -11 | 17 | 0.6 | 1
COc1ccccc1/C=C/CN1CCSCC1 | -5 | -12 | 9 | 2 | 6 | -3 | 0 | 13 | 0.4 | 6
COc1ccc2cc(C(c3nnnn3C(C)(C)C)N3CCc4ccccc4C3)c(=O)[nH]c2c1 (stereo unspecified) | · | -5 | · | 7 | 1 | · | · | · | · | 10
COc1ccc(N2CC(NC(=O)NCCC(C)C)CC2=O)cc1 (stereo unspecified) | 0 | -45 | -2 | -3 | 3 | -3 | 11 | 9 | -0.2 | 2
CCc1ccc(C2C(C(C)=O)=C(C(=O)OC)Nc3nnnn32)cc1 (stereo unspecified) | -4 | -2 | 11 | 2 | -4 | 5 | 0 | -18 | -17 | 0
CC(=O)Nc1ccc(NC(=O)c2ccc([N+](=O)[O-])cc2Cl)cc1 | 19 | -9 | -2 | -2 | -4 | 1 | 6 | 40 | -0.3 | -7
Cc1ccc(NC(=O)CC2=NC(=O)C(CC(=O)Nc3ccccc3F)S2)cc1 (stereo unspecified) | 3 | -50 | -1 | 1 | 1 | -3 | -26 | -4 | 1.1 | 2
COc1cccc(CN2CC(C(=O)NCCn3cccn3)CCC2=O)c1 (stereo unspecified) | -5 | -5 | 2 | 11 | -2 | 0 | -4 | 27 | 0.1 | -6
CC(NC(=O)c1ccc(F)cc1)C1CC2CCC1C2 (stereo unspecified) | 0 | 11 | 16 | 1 | -2 | -4 | -1 | · | -0.1 | 1
CCOC(=O)/C(C#N)=C\c1ccc(N2CCN(C/C=C/c3ccccc3)CC2)cc1 | 3 | -30 | 20 | -2 | 3 | 2 | -3 | 40 | 1.5 | 3
C#CCNC(=O)C1=C[C@@H](c2ccc(Br)cc2)C[C@@H](OCCCCO)O1 | -4 | -16 | 12 | 0 | -3 | -2 | 6 | 17 | 0.2 | -1
N#CCCN(CCC#N)C(=O)COc1ccc(Cl)cc1Cl | 6 | -13 | -1 | -2 | -4 | 3 | 10 | 17 | 0.1 | 1
Cc1ccc(-n2c(C)cc(/C=N/NC(=O)c3ccc(CN4CCOCC4)cc3)c2C)cc1 | -11 | -33 | -6 | 1 | 9 | 4 | 4 | 9 | -0.6 | 3
O=C(/C=C/c1ccccc1F)N1CCN(c2ccccn2)CC1 | 0 | 10 | 6 | -1 | 4 | 31 | -25 | 18 | 0.4 | -6
CCN1C(=O)/C(=C2/C=Cc3cc(C)ccc3N2CC)N(C)C1=S | -10 | -28 | 1 | 0 | 1 | 13 | 37 | 119 | -1.2 | 0
CCc1cccc2c1NC(=O)[C@]21[C@@H]2C(=O)N(Cc3ccccc3)C(=O)[C@@H]2[C@@H]2CCCN21 | -4 | -11 | 34 | 6 | -1 | 1 | 2 | 1 | -0.6 | 1
COC(=O)c1cccc(NC(=S)Nc2cc(Cl)ccc2OC)c1 | -5 | -25 | -4 | 2 | 2 | 1 | -23 | 5 | 3.8 | 0
COc1cc(C(=O)Nc2cccc(-c3nc4cc(C)ccc4o3)c2)cc(OC)c1OC | -13 | 6 | -4 | -6 | 7 | -7 | -162 | 16 | -28 | 6
CCCc1cc(CN(C)C(=O)CC2C(=O)NCCN2Cc2ccccc2C)[nH]n1 (stereo unspecified) | 9 | -35 | 5 | · | -8 | -7 | 6 | 16 | -0.3 | 3
COC(=O)c1ccc(Cl)c(NC(=O)CN2CCN(C)CC2)c1 | 12 | -35 | 43 | · | 4 | -6 | 33 | 31 | -0.1 | 1
S=c1sc(SCCOc2ccccc2)nn1-c1ccccc1 | 5 | -7 | 8 | 4 | -4 | -3 | 3 | 20 | -0.1 | -6
CNC(=S)N/N=C(\C)c1ccc(N2CCOCC2)cc1 | 5 | 22 | -11 | · | 4 | -3 | -55 | 18 | 1.2 | 4
O=C(COC(=O)c1ccco1)Nc1ccccc1 | 0 | -59 | 6 | 4 | 2 | 13 | -11 | 12 | 0.0 | 0
CCc1ccc(NC(=O)CCS(=O)(=O)c2ccc(Cl)cc2)cc1 | 9 | -86 | 16 | 0 | -2 | -2 | -3 | 28 | -7.1 | -4
O=P(O)(O)CP(=O)(O)O | 1 | -14 | 7 | · | -3 | 3 | 7 | 7 | 1.1 | 0
COc1ccc(S(=O)(=O)Cc2ccc(C(=O)N3CCN(c4ccccc4F)CC3)o2)cc1 | 8 | -18 | 33 | 6 | 1 | -6 | 14 | 12 | · | -3
CCOC(=O)N1CCN(C(=O)C(C)n2nc(C)n3c(cc4sccc43)c2=O)CC1 (stereo unspecified) | 23 | -36 | 36 | -8 | -5 | 7 | -17 | 7 | 0.0 | 2
COc1cc2nc(NC(=O)c3ccccc3)[nH]c(=O)c2cc1OC | -6 | 2 | 3 | -4 | 4 | 0 | -13 | 10 | -1.1 | 0
O=C(CSc1nnc(-c2cccnc2)n1Cc1ccccc1)NCc1ccco1 | 4 | 3 | 0 | -1 | -1 | -5 | -4 | 39 | 0.7 | -1
COc1ccc(C)cc1NC(=O)C(=O)N1CCCC1 | -4 | -7 | 22 | -4 | 2 | -1 | 0 | 4 | 0.0 | 3
NC(=O)c1nsc(C(=O)N(c2ccc(F)cc2)C(C(=O)NCC2CCCO2)c2ccc3ncccc3c2)c1N (stereo unspecified) | 5 | -4 | 8 | 3 | 3 | -4 | 19 | 11 | -0.7 | 4
Cc1cccc(NC(=O)CN2CCC(C(=O)c3ccc4c(c3)OCCO4)CC2)c1 | 6 | -28 | 2 | -2 | 0 | ? | 3 | -11 | 0.0 | 3
CCOC(=O)c1c(NC(C)=O)sc2c1C1CCN2CC1 | 2 | -20 | 5 | 7 | -2 | 6 | 22 | 20 | -2.0 | 0
COc1ccc(C2Nc3ccccc3C(=O)N2Cc2ccco2)cc1COc1ccccc1F (stereo unspecified) | 36 | 21 | 76* | -3 | 7 | -7 | 18 | 12 | -0.2 | 4
CC(C)N1CC(C(=O)Nc2nc3ccccc3s2)CC1=O (stereo unspecified) | -4 | 0 | -5 | -1 | -2 | 2 | -18 | 26 | 0.1 | 6
CC(C)CC(=O)NC(=S)Nc1ccc(N2CCOCC2)cc1 | -4 | -30 | 28 | 7 | 2 | 0 | -53 | 18 | 0.5 | -4
Cn1c(=O)oc2cc(S(=O)(=O)NC(Cc3ccccc3)C(=O)N3CCCCC3)ccc21 (stereo unspecified) | · | -43 | · | -6 | 5 | · | · | · | · | 0
CCC1(c2ccccc2)NC(=O)N(CC(=O)Nc2ccc(S(=O)(=O)NC3=NCCCCC3)cc2)C1=O (stereo unspecified) | -1 | · | 2 | -1 | · | -9 | 19 | 30 | -1.0 | ·
Cn1c(N2CCOCC2)c(/C=N/OC(=O)c2cccnc2Cl)c2ccccc21 | · | 14 | · | · | 6 | 7 | -42 | 6 | 0.1 | 4
COc1cccc(/C=C/c2onc(C)c2S(=O)(=O)N2CCC(C(=O)NC3CCCCCC3)CC2)c1 | -4 | -13 | 20 | 4 | 2 | 0 | -20 | 10 | -0.2 | 7
COc1ccc(NC(=S)N2CCN(Cc3ccccc3)CC2)cc1 | -11 | -27 | 5 | 1 | -3 | -5 | -22 | -6 | 0.1 | -2
O=C(N/N=C/c1ccc(OC(=O)c2ccccc2)cc1)c1cccc(O)c1 | -3 | -33 | 5 | 2 | 4 | 3 | 5 | 12 | -0.1 | -1
CCN1CCCC1CNC(=O)C1c2ccccc2C(=O)N(CCOC)C1c1ccc(F)cc1 (stereo unspecified) | 3 | 7 | -1 | 0 | -3 | -2 | 17 | 14 | -0.4 | 11
COc1ccc(C(=O)Nc2nnc(S(=O)(=O)N3CCCCCC3)s2)cc1OC | 3 | 11 | 5 | 3 | -6 | -13 | 11 | 28 | -0.1 | 3
